Mdm2-MdmX inh = inhibitors of human Mdm2-MdmX association, primary screen, cell-based, luminescence, split luciferase, SaOS-2, uHTS. 330,000 compounds, 3% hits. inhibition, % at 8 µM. SaOS-2 split-luciferase Mdm2/MdmX complementation;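 active = inhibition of at least 50% at 8 µM in the primary screen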
Target sequence (O15151 whole entry, looked up): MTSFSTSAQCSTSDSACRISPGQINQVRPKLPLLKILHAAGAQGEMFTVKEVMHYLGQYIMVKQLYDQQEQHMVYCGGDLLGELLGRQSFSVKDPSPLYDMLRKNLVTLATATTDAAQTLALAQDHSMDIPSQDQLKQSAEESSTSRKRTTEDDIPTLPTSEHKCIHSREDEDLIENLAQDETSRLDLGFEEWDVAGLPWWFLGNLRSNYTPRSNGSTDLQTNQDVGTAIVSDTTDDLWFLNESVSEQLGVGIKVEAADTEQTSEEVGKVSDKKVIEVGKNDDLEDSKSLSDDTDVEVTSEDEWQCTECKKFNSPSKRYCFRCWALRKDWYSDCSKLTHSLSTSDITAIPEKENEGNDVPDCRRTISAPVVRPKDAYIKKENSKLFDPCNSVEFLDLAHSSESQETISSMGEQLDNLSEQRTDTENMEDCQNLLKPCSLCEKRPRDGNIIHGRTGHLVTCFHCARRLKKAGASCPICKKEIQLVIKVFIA
Target sequence (Q00987 whole entry, looked up): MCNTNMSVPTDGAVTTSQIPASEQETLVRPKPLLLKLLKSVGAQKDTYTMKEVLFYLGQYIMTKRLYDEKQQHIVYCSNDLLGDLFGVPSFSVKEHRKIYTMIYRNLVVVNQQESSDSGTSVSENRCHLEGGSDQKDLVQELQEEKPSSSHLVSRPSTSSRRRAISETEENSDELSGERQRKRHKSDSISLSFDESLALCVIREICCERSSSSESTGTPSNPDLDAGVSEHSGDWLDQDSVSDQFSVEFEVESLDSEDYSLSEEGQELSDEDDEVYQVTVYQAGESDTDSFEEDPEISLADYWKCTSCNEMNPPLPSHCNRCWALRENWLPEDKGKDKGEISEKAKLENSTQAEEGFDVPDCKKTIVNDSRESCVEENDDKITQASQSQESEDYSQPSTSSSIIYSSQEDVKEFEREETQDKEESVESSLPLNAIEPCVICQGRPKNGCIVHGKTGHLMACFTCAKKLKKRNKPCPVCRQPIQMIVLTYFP
UPR XBP1 act = activators of adaptive XBP1 UPR arm, primary screen, cell-based, CHO-XBP1 luciferase reporter, luminescence, uHTS | IRE1-XBP1 UPR activation; percent of tunicamycin response, DMSO as zero | activation, % at 20 µM | 330,000 compounds, 0.33% hits | AID 463104, 2010;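 active = versus positive control, 20 µM dose yields 30% or more activation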;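 also: 100% = tunicamycin at 10 µg/mL and 0% = DMSO only wells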
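Material: CHO-XBP1 cells stably carrying IRE1-XBP1-driven luciferase reporter | Medium: F12 with 10% serum | Compound dosing: 20 µM single concentration, DMSO 1% | Incubation: Overnight seeding at 37 °C, 6 h compound treatment at 37 °C | Detection: Steady-Glo luminescence read | Read-out basis: % activation of reporter signal versus tunicamycin and DMSO controls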
Jurkat NFkB inh = inhibitors of induced NF-kB luciferase reporter, primary screen, TCR NF-kB activation inhibitor project, cell-based, luminescence, uHTS; Jurkat, PMA/ionomycin-induced NF-kB luciferase reporter; inhibition, % at 4 µM; 330,000 compounds, 0.53% hits; AID 435003, 2010; in the data active = inhibition above about 50%
APJ antagonist = antagonists of human apelin receptor APJ, primary screen, CHO-K1 cells, beta-arrestin complementation, luminescence; P35414; inhibition, % at 20 µM; 330,000 compounds, 0.32% hits; AID 2521, 2010;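 active = inhibition above about 40% at 20 µM, limit read from the data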;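 also: cells challenged with 10 nM apelin-13 agonist together with compound; plate controls were apelin-13 plus DMSO wells for no effect and DMSO wells lacking apelin-13 for full effect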
tim23-1 inh = growth inhibitors of tim23-1 mutant yeast, primary screen, luminescence, uHTS; 330,000 compounds, 1.3% hits; inhibition, % at 20 µM; AID 463212, 2010; S. cerevisiae tim23-1 growth, BacTiter-Glo luminescence, 24 h;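 active = growth inhibition of the mutant yeast at or above 50%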;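 also: temperature-sensitive mutant grown at 25 °C; plate controls were DMSO-treated mutant yeast for no effect and medium wells lacking yeast for full effect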
APJ ag = agonists of human apelin receptor APJ, primary screen, CHO-K1 cells, PathHunter beta-arrestin, luminescence | P35414 | 0% DMSO wells, 100% apelin | activation, % at 20 µM | 330,000 compounds, 0.11% hits;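 active = activation more than six SD over the plate average, tested at 20 µM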;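 also: 0% = DMSO alone and 100% = apelin-13 at 10 nM; some results filed as inactive read as strong as hits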
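Test system: CHO-K1 APJ beta-arrestin complementation cell line. Amount: cell density 1000 per well. Controls: DMSO negative, 10 nM Apelin-13 positive. Signal: luminescent beta-gal fragment complementation, chemiluminescent substrate. Read-out basis: agonist-driven arrestin binding to APJ. Timing: compound stimulation 90 min at 25 °C, detection 60 min.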
697 NFkB inh = inhibitors of PMA/ionomycin-induced NF-kB reporter, 697 cells, primary screen, B-cell NF-kB inhibitor project, cell-based, luminescence, uHTS | 697 B-cell NF-kB luciferase reporter, 16 h | inhibition, % at 4 µM | 330,000 compounds, 0.33% hits; in the data active = inhibition above about 35%
CHOP UPR activ = activators of apoptotic CHOP UPR arm, primary screen, cell-based, CHO-CHOP luciferase reporter, luminescence, uHTS; UPR activation; percent of tunicamycin response over DMSO baseline; activation, % at 10 µM; 330,000 compounds, 0.34% hits; AID 449763, 2010;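 active = at 10 µM dose, activation of 40% or more, normalized to positive control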;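 also: 100% = tunicamycin at 10 µg/mL and 0% = DMSO alone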
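Test system: CHO-CHOP cells, stable luciferase reporter of PERK-eIF2a-CHOP signalling | Quantity: 500 CHO-CHOP cells per well | Buffer or medium: F12 plus 10% serum | Compound dosing: 10 µM single point, 0.5% DMSO | Schedule: 6 h compound treatment, 37 °C | Signal: Luciferase luminescence | Control set: Tunicamycin high control, DMSO low control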
Numbers without * were called inactive.

Values run as follows: Mdm2-MdmX inh	UPR XBP1 act	Jurkat NFkB inh	APJ antagonist	tim23-1 inh	APJ ag	697 NFkB inh	CHOP UPR activ
1	O=c1[nH]c(CSc2nc3ccccc3[nH]2)nc2c1cnn2-c1ccccc1
  14	-3	7	1	3	1	-35	1.0
2	CC(C)(C)c1ccc(/C=N/Nc2cccc(C(=O)O)c2)cc1
  70*	-8	-55	8	29	-2	-97	-6.1
3	CCOC(=O)c1ccc(CNC(=O)Cn2nnc(-c3ccccc3F)n2)o1
  -3	-2	1	-5	9	-1	20	-0.3
4	CCCNC(=O)C(Cc1ccc(I)cc1)NC(=O)c1ccc(C#N)cc1 (stereo not drawn)
  6	-1	12	4	10	-3	8	0.9
5	COc1ccc(C(=O)Nc2cccc(C(C)=O)c2)c(OC)c1OC
  -10	-1	-21	13	13	5	4	1.5
6	COc1ccc(C)cc1N(CC(=O)NC1CCCC1)C(=O)CCC(=O)Nc1nc(C)cs1
  -17	-4	8	10	6	-1	13	5.2
7	Cc1c(/C=N/NC(=O)CNc2ccccc2)c2ccccn2c1C(=O)c1ccc(Cl)cc1
  41	-3	15	-6	26	-4	5	-1.5
8	Cc1cc(C)n(CCNC(=O)C2CCC(=O)N(CCc3cccc(F)c3)C2)n1 (stereo not drawn)
  0	-2	13	-3	-5	-4	13	2.4
9	COc1ccc(C2=C/C(=C\c3ccccc3OC(C)=O)C(=O)O2)cc1
  -14	-3	-25	-3	11	0	-53	5.7
10	C=CCNCCOCCOc1ccccc1-c1ccccc1
  14	0	5	-4	7	-2	-4	-0.2
11	CC(C)NC(=O)COC(=O)c1ccc(Oc2ccccc2)cc1
  8	0	4	-17	9	1	14	0.1
12	O=C(Nc1nc2c(s1)CCCC2)c1cc(-c2ccc3c(c2)OCO3)nc2ccccc12
  18	-2	-1	-14	32	0	23	0.8
13	O=C(NCCC1=CCCCC1)c1c(O)nc2ccccn2c1=O
  33	1	-10	-1	56*	-2	-18	4.5
14	CS(=O)(=O)c1cccc(C(=O)OCC(=O)c2ccc3c(c2)OCCO3)c1
  7	-1	13	16	18	-4	15	3.8
15	COC(=O)C1=CN(Cc2ccc(F)cc2)C=C(C(=O)OC)C1c1cc(OC)c(OC)c(OC)c1
  15	-5	-9	7	34	-4	1	0.7
16	COc1ccc(/C=N/Nc2nc(C)cc(-c3ccccc3)n2)c(OC)c1
  8	-2	-21	-10	17	0	0	1.4
17	Cc1noc(C)c1S(=O)(=O)N(CCc1ccccc1)Cc1ccccc1
  -9	0	6	7	-11	0	1	0.1
18	COc1ccccc1OCC(=O)Nc1ccc(S(=O)(=O)Nc2cc(C)nc(C)n2)cc1
  15	1	-3	11	-16	-4	11	1.9
19	CCCn1c(C2CCCN2c2nc(-c3ccc(C)cc3)cs2)nc2cc(Cl)c(N3CCCCC3)cc21 (stereo not drawn)
  14	0	7	21	11	-7	12	1.9
20	O=S(CC1CC1(Cl)Cl)CC1CC1(Cl)Cl (stereo not drawn)
  12	-1	-2	2	2	0	-10	1.6
21	CCOc1cc(S(=O)(=O)NC2CC(C)(C)NC(C)(C)C2)ccc1Cl
  -10	-6	-12	-2	1	-3	-31	-1.8
22	Cc1c(Cl)cccc1NC(=S)NCCc1ccccn1
  -1	2	0	14	6	3	7	0.1
23	CCOC(=O)Cn1nc(/C=C/c2ccccc2)ccc1=O
  18	1	-2	-4	15	-2	-8	0.8
24	CCCCNC(=S)NC(=O)c1ccc(Cl)cc1Cl
  0	2	-24	-24	54*	3	-56	2.1
25	COc1ccc(N2CCN(C(=O)C3Cc4ccccc4CN3C(=O)c3ccco3)CC2)cc1 (stereo not drawn)
  -16	-3	-2	11	9	-3	4	-2.1
26	O=C(COc1ccc(C(=O)c2ccccc2)cc1)NC1CCCCC1
  14	-2	7	-5	31	0	-7	2.7
27	CC1=CC(=C2C(=O)c3ccccc3C2=O)C=C(C)N1C
  -33	2	-25	6	-20	-3	-12	4.1
28	COc1ccc(NC(=O)COC(=O)COc2cccc(Br)c2)cc1OC
  26	-2	-4	-4	6	-1	-4	0.5
29	COc1ccc(N2CC(C)Cn3c2nc2c3c(=O)n(Cc3ccc(F)cc3)c(=O)n2C)c(OC)c1 (stereo not drawn)
  27	0	10	-5	12	-3	-17	2.8
30	CNCc1c(OCc2ccccc2)ccc2ccccc12
  30	-5	14	8	7	2	-20	-0.6

One compound at a time, from the list above. Values in the order: Mdm2-MdmX inh	UPR XBP1 act	Jurkat NFkB inh	APJ antagonist	tim23-1 inh	APJ ag	697 NFkB inh	CHOP UPR activ
CNCc1c(OCc2ccccc2)ccc2ccccc12 across the screens: 30	-5	14	8	7	2	-20	-0.6
CC1=CC(=C2C(=O)c3ccccc3C2=O)C=C(C)N1C across the screens: -33	2	-25	6	-20	-3	-12	4.1
CCOc1cc(S(=O)(=O)NC2CC(C)(C)NC(C)(C)C2)ccc1Cl across the screens: -10	-6	-12	-2	1	-3	-31	-1.8

Additional structures
Values run as follows: Mdm2-MdmX inh	UPR XBP1 act	Jurkat NFkB inh	APJ antagonist	tim23-1 inh	APJ ag	697 NFkB inh	CHOP UPR activ
31	O=C(c1ccoc1)N1CCC2(CC1)Oc1ccc(F)cc1C(=O)C21CC(c2ccc(Cl)cc2)=NO1 (stereo not drawn)
  6	-3	18	3	-7	-5	36*	0.1
32	Cc1cc(Nc2c(C)n(C)n(-c3ccccc3)c2=O)c2ccccc2n1
  34	0	-2	11	1	6	1	1.8
33	Oc1ccc(F)c2cccnc12
  4	6	-13	-17	-4	-2	-3	5.0
34	COc1ccc(Cl)cc1NC(=O)CN(C)CC(=O)N1CC(=O)Nc2ccccc21
  28	-3	-5	8	5	-1	1	-0.1
35	Cc1cc(OCC(=O)NNC(=O)c2cccnc2)cc(C)c1Cl
  18	-1	2	5	13	-4	12	0.8
36	O=C(O)CCc1nc(-c2ccccc2)c(-c2ccccc2)o1
  -3	-8	-12	5	-1	-3	12	1.5
37	N/C(Cn1nnc(-c2ccccc2)n1)=N\O
  -5	0	2	3	-5	-3	-4	-0.6
38	CN(C)S(=O)(=O)c1ccc(C(=O)NN2C(=O)NC3(CCCCC3)C2=O)cc1
  10	-2	8	2	7	1	22	1.2
39	COc1ccccc1CC(NC(C)=O)C(=O)NC1CCN(C(=O)Nc2ccccc2C)CC1 (stereo not drawn)
  7	-5	-6	-19	8	-1	11	3.0
40	O=C(CN1CCOCC1)Nc1ccccc1NC(=O)C1CCN(c2ncccn2)CC1
  -19	1	-4	18	0	-4	15	-1.3
41	Cc1ccc(S(=O)(=O)N2CCCC(C(=O)NCc3ccc4c(c3)OCO4)C2)cc1 (stereo not drawn)
  -2	-3	-3	18	7	-1	2	1.0
42	CC12CCC(=O)N1C(C(=O)Nc1nc3ccc(F)cc3s1)CS2 (stereo not drawn)
  -33	0	-1	8	22	-2	18	0.4
43	C=CCNC(=O)CC1C(=O)NCCN1Cc1ccc(-c2ccccc2)cc1 (stereo not drawn)
  -17	0	3	-18	27	-6	3	1.1
44	CN(C)c1ccc2c3c(cccc13)C(=O)N(c1ccccc1)C2=O
  15	-1	-4	2	-2	0	5	0.6
45	COc1ccc(C2(C(=O)Nc3ccc(S(N)(=O)=O)cc3)CCCC2)cc1
  26	-2	-32	-6	-2	-2	-14	-0.8
46	COc1ccc(C(=O)CSc2nnc(-c3ccoc3C)n2CC2CCCO2)cc1 (stereo not drawn)
  -20	-2	-4	-25	3	0	-20	-1.6
47	CC(O)[C@H]1CNC(=O)C(=O)N1CCc1cccc2ccccc12 (stereo partly drawn)
  11	2	-1	-32	-3	-5	17	-1.0
48	COc1cccc(C2SCC(=O)N2c2ccc(Cl)cc2)c1OC (stereo not drawn)
  24	1	-15	0	32	1	0	1.9
49	CN(CCO)C(=O)c1cccc2c1-c1ccccc1C2=O
  -21	1	3	11	-3	0	21	-0.9
50	CN(C)CCSc1nc(N)c2c3c(sc2n1)COC(C)(C)C3
  -10	0	-28	0	35	2	-3	1.3
51	CCOC(=O)C1=C(C)N(C)C(=O)NC1c1cc2c(cc1Br)OCO2 (stereo not drawn)
  32	-2	-7	20	24	1	-2	-1.7
52	COc1ccc(CC(=O)N2CCN(C(=O)Cc3ccc(OC)cc3)CC2)cc1
  22	0	-8	-15	27	-3	5	0.6
53	O=C(CSc1nccn1-c1cccc(F)c1)NC1CCCC1
  7	-3	9	-7	-9	-2	3	-0.1
54	O=C1CCCCC1Oc1ccc2ccc(=O)oc2c1 (stereo not drawn)
  13	-2	5	-7	3	1	18	-1.5
55	CCN1CCN(c2ccc(S(=O)(=O)N3CCCCC3)cc2NC(=O)c2ccc(OC(F)F)cc2)CC1
  19	1	2	23	1	-8	-18	1.3
56	CCC(Sc1nc2c(c(=O)n1CC)SC(C)C2)C(=O)OC (stereo not drawn)
  -17	-5	11	11	5	-5	6	1.7
57	Cc1ccc(N(CC(=O)NCc2ccco2)C(=O)CCC(=O)Nc2nccs2)c(C)c1
  23	0	-9	10	6	0	8	2.6
58	S=C(Nc1ccc(Cl)cc1Cl)N1CCCC1
  -1	-1	-44	12	8	-4	-36	5.2
59	CCNC(=O)NC(=O)C(C)Sc1nc2ccccc2c(=O)n1-c1cccnc1 (stereo not drawn)
  25	2	19	18	7	-3	17	-2.1
60	C#Cc1cccc(C(=O)N2CCCC(CCC(=O)NCc3ccccc3F)C2)c1 (stereo not drawn)
  4	-3	15	11	9	-5	3	1.0
